Bioassay records from PubChem.
ADAM10 inh – ADAM10 inhibition, QFRET primary screen; 0.62% of 370,000 active; AID 720582; inhibition, % at 7 µM; recombinant ADAM10, EDANS/DABCYL FRET peptide cleavage, 3 h;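 active = inhibition above a per-campaign cutoff equal to the mean of compounds falling between control-based bounds plus 3 SD, cut at about 20% in these data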;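 also: 0% = DMSO wells while the 100% control is not disclosed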
KLK7 zymogen act – activates the human kallikrein-7 zymogen. activation, % at 7 µM. AID 652039. 0.9% of 370,000 active. P49862. purified proKLK7, EDANS-DABCYL substrate fluorescence; 100% is mature enzyme control, 0% vehicle;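 active = activation above the mean of all tested compounds plus 3 SD, computed per campaign excluding outliers beyond control limits, cut at about 13% in these data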
Target sequence (P49862 whole entry, looked up): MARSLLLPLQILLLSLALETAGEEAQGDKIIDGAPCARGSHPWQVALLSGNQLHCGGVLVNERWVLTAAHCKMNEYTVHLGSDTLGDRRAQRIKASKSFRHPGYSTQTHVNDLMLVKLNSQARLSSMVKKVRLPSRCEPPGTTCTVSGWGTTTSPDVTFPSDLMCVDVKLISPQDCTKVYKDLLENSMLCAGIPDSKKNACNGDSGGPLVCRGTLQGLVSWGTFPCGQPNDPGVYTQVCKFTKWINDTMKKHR
GC-B act – GC-B (human) receptor activation | HEK293-GC-B cells, CNP EC30, cGMP TR-FRET; 0% at EC30 CNP, 100% saturating CNP | activation, % at 10 µM | 0.11% of 370,000 active | AID 1920062;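 active = activation at 10 µM reaching about 35% in either raw or pattern-adjusted values, limit read from the data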
ASAP1 inh – blocks human ASAP1-stimulated Arf1 GTP hydrolysis. GDP FP detection. 0.19% of 360,000 active. Q9ULH1. inhibition, % at 16.5 µM; in the data active = inhibition above about 25%;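 also: 0% = vehicle with enzyme and substrate and 100% = no enzyme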
ARFGAP1 inhibitor – inhibitors of rat ARFGAP1; Q62848; Arfgap1-stimulated ARF1 GTP hydrolysis, GDP FP detection; inhibition, % at 16.5 µM; 0.26% of 360,000 active; AID 651572;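 active = inhibition above a per-plate limit, mean inhibition of low control wells plus 3 SD, cut at about 25% in these data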;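 also: 0% = DMSO wells with enzyme and 100% = wells lacking Arfgap1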
Target sequence (Q62848 1-136 limits assumed): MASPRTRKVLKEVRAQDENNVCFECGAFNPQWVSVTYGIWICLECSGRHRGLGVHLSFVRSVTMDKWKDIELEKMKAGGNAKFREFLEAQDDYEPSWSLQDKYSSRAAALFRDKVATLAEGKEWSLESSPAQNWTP
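Replicates: Single well per compound | Assay system: Truncated rat Arfgap1 GAP domain | Control set: No-Arfgap1 wells (100%) versus DMSO full-reaction wells (0%) | Times: Enzyme reaction 120 min at 25 °C after 20 min preincubation | Reagent: Human ARF1(Δ1-17)-GTP substrate | Measured by: Tracer-displacement fluorescence polarization with EDTA stop, 620/688 nm | Measure: Percent inhibition of Arfgap1-stimulated GTP hydrolysis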
FXN GAA850 act – increases GAA850 frataxin promoter reporter activity; AID 540364; activation, % at 6 µM; HEK293 lucGAA850 FXN promoter luciferase reporter, 24 h; percent of 10 µM SAHA response; 0.56% of 360,000 active;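 active = activation above the average of all compounds screened plus 3 SD, cutoff fixed separately per campaign, cut at about 7.5% in these data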;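 also: 0% = DMSO wells and 100% = 10 µM SAHA wells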
NPR1 activator – GC-A (human) enzyme activation; P16066; 0.14% of 370,000 active; HEK293 GC-A cells, cGMP TR-FRET, EC30 ANP; 0% at EC30 ANP, 100% saturating ANP; activation, % at 10 µM; in the data active = activation above about 40%
Tn6 DDE FP – inhibitors of Tn6 peptide binding to human fibrin DD(E); Fibrin DD(E) TRITC-Tn6 fluorescence polarization displacement; inhibition, % at 8.3 µM; 0.21% of 370,000 active; AID 720509;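 active = inhibition above a per-campaign cutoff: mean of compounds within control limits plus 3 SD, cut at about 15% in these data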;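 also: 0% = median of all compound wells on the plate and 100% = blocking peptide control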
Target sequence (P02675 whole entry, looked up): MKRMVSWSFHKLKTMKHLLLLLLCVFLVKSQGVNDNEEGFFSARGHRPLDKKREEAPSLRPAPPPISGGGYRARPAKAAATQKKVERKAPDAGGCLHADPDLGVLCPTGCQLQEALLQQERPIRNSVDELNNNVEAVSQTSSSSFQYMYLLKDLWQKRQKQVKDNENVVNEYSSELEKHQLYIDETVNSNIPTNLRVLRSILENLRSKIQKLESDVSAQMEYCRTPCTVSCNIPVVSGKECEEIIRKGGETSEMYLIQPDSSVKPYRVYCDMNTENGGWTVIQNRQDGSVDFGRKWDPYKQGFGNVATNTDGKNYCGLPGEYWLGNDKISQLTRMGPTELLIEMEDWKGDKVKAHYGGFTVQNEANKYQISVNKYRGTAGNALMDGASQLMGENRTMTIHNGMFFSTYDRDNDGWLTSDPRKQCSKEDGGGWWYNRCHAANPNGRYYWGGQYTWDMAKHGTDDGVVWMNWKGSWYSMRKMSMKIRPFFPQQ
rCAG RNA binder – binds r(CAG) RNA repeats | 1.3% of 370,000 active | AID 651821 | r(CAG) RNA repeat, TO-PRO-1 dye displacement fluorescence | inhibition, % at 3 µM;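 active = inhibition above the plate cutoff, the mean of all test compounds on that plate plus 3 SD, cut at about 35% in these data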;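 also: 0% = DMSO alone and 100% = 100 µM mitoxantrone as full dye displacement; higher means more dye released from RNA so lower well fluorescence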
sPLA2-III inh – Inhibits HGIII-sPLA2 liposome hydrolysis, primary screen. QFRET BODIPY PC-A2 liposome hydrolysis, fluorescence. Q9NZ20. inhibition, % at 12.2 µM. 0.56% of 370,000 active;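 active = inhibition above mean plus 3 SD of compounds lying within the high and low control bounds, cut at about 19% in these data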;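 also: 0% = median of test compound wells and 100% = no enzyme DMSO wells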
Starred values were filed as active, the others as inactive; . = no result given; & = joins results of further samples. The order is random. About 4.5% of those tested had a hit in this group.

SMILES	ADAM10 inh	KLK7 zymogen act	GC-B act	ASAP1 inh	ARFGAP1 inhibitor	FXN GAA850 act	NPR1 activator	Tn6 DDE FP	rCAG RNA binder	sPLA2-III inh
C=CCNC(=S)NNC(=O)c1cccc2ccccc12	-4.5	0.0	2.1	-4.3	-4.1	-0.1	-3.8	-0.9	-0.7	4.0
CNc1ccc(/C=C(\C#N)c2ccccn2)cc1[N+](=O)[O-]	-2.0	1.7	-6.7	2.5	7.8	5.1	-8.2	0.2	-1.7	2.3
CC1=C(C(=O)OCc2ccccc2)C(c2cccnc2)c2c(n(C)c(=O)n(C)c2=O)N1 (stereo not given)	-52.4	1.1	-1.2&0.3	7.6	0.6	2.1&1.2	-0.3&3.5	-5.1	-0.1	-4.6
O=C(NCc1ccco1)C1OCCc2ccccc21 (stereo not given)	-0.7	0.0	2.9	5.5	1.5	0.6	1.2	-3.4	6.8	-5.7
CCC(C)CCCCCCCCCCC(=O)O (stereo not given)	-1.4	0.1	2.0	-5.5	2.4	-0.5	2.9	-13.2	18.4	2.5
CC(=O)c1c[nH]c(C(=O)NCc2ccccc2Cl)c1	-4.7	0.2	5.0	-8.1	-7.1	1.3	-2.5	2.3	-3.8	-2.3
O=C1OC(c2ccc3c(c2)OCO3)N(C(=O)c2ccc(Cl)c(Cl)c2)c2ccccc21 (stereo not given)	-1.7	0.0	-12.2	-2.8	0.4	2.3	-12.6	-12.8	13.0	3.8
CC(C)CN1CC(C)C(=O)N(c2ccccc2)C1=O (stereo not given)	-6.9	0.2	1.6	-5.0	6.6	0.8	6.2	11.7	1.4	-3.2
Cc1ccnc(NC(=O)CNC(=O)Cc2cccc3ccccc23)c1	-2.3	0.1	-17.1	-5.2	7.3	5.2	1.5	-1.8	4.7	2.8
COc1ccc(OC2OC3COC(C)(C)OC3C(O)C2NC(C)=O)cc1 (stereo not given)	7.8	-0.4	6.4	1.3	0.8	1.7	-1.9	-11.1	1.2	-7.8
CC(C)(C)OC(=O)N[C@H](C(=O)OC(C)(C)C)c1ccc(C(F)(F)F)cc1	-9.3	0.0	-2.1	-10.1	0.6	1.0	-2.8	-1.4	-7.0	4.2
CC(=O)C1=C(C)NC(SCc2cccc([N+](=O)[O-])c2)=C(C#N)C1c1ccco1 (stereo not given)	3.4	0.5	2.5	-10.2	-1.0	1.2	3.1	3.6	8.2	1.8
O=C(c1ccccc1)c1ccc2ccccc2c1	-1.8	0.2	4.0	-13.0	2.1	2.7	0.8	-2.6	-0.3	-3.3
Cn1c(=O)[nH]c2cc3ccccc3cc21	8.6	-0.3	1.1	-9.5	18.3	0.2	2.1	-2.1	1.3	3.1
Cc1ccc(N2C(=O)N(CC(=O)Nc3ccccc3C(F)(F)F)C(=O)C2C)cc1 (stereo not given)	-5.3	0.1	-0.8	2.0	-3.1	0.9	1.8	1.3	-0.3	-1.0

9 compounds already listed, arranged by heavy-atom count, rising.
SMILES	ADAM10 inh	KLK7 zymogen act	GC-B act	ASAP1 inh	ARFGAP1 inhibitor	FXN GAA850 act	NPR1 activator	Tn6 DDE FP	rCAG RNA binder	sPLA2-III inh
Cn1c(=O)[nH]c2cc3ccccc3cc21	8.6	-0.3	1.1	-9.5	18.3	0.2	2.1	-2.1	1.3	3.1
O=C(c1ccccc1)c1ccc2ccccc2c1	-1.8	0.2	4.0	-13.0	2.1	2.7	0.8	-2.6	-0.3	-3.3
CC(C)CN1CC(C)C(=O)N(c2ccccc2)C1=O (stereo not given)	-6.9	0.2	1.6	-5.0	6.6	0.8	6.2	11.7	1.4	-3.2
CNc1ccc(/C=C(\C#N)c2ccccn2)cc1[N+](=O)[O-]	-2.0	1.7	-6.7	2.5	7.8	5.1	-8.2	0.2	-1.7	2.3
Cc1ccnc(NC(=O)CNC(=O)Cc2cccc3ccccc23)c1	-2.3	0.1	-17.1	-5.2	7.3	5.2	1.5	-1.8	4.7	2.8
CC(C)(C)OC(=O)N[C@H](C(=O)OC(C)(C)C)c1ccc(C(F)(F)F)cc1	-9.3	0.0	-2.1	-10.1	0.6	1.0	-2.8	-1.4	-7.0	4.2
Cc1ccc(N2C(=O)N(CC(=O)Nc3ccccc3C(F)(F)F)C(=O)C2C)cc1 (stereo not given)	-5.3	0.1	-0.8	2.0	-3.1	0.9	1.8	1.3	-0.3	-1.0
O=C1OC(c2ccc3c(c2)OCO3)N(C(=O)c2ccc(Cl)c(Cl)c2)c2ccccc21 (stereo not given)	-1.7	0.0	-12.2	-2.8	0.4	2.3	-12.6	-12.8	13.0	3.8
CC1=C(C(=O)OCc2ccccc2)C(c2cccnc2)c2c(n(C)c(=O)n(C)c2=O)N1 (stereo not given)	-52.4	1.1	-1.2&0.3	7.6	0.6	2.1&1.2	-0.3&3.5	-5.1	-0.1	-4.6

Following part.
SMILES	ADAM10 inh	KLK7 zymogen act	GC-B act	ASAP1 inh	ARFGAP1 inhibitor	FXN GAA850 act	NPR1 activator	Tn6 DDE FP	rCAG RNA binder	sPLA2-III inh
O=C(O)c1cccc(S(=O)(=O)N2CCOCC2)c1	-0.1	-0.5	4.5	0.7	2.8	0.1	2.4	3.3	0.5	-1.0
COc1ccc(NC(=O)CSCc2ccc([N+](=O)[O-])cc2)cc1OC	-6.8	0.2	0.1	5.2	-4.5	0.8	-2.7	3.6	-1.6	6.0
CCOc1ccc(NC(=O)CCC(=O)NNS(=O)(=O)c2ccccc2[N+](=O)[O-])cc1	-0.6	-0.5	-3.0	2.4	-2.8	-1.5	-0.8	0.9	3.2	-2.9
CCOc1ncccc1C(=O)OCC(=O)NCc1cccs1	-3.1	-0.2	5.6	10.4	5.4	0.4	1.0	9.7	2.0	0.4
Cc1cc(C)c2c(=O)n3c(nc2c1)C(Cc1ccccc1)NC(=O)c1cc2ccccc2cc1-3 (stereo not given)	-1.6	-0.7	2.7	6.5	-5.7	-12.6	-2.4	-7.5	8.4	-0.8
COc1cccc(CNC(=O)C(Cc2ccccc2)n2cccc2)c1 (stereo not given)	6.3	-0.2	-4.4	-6.7	-1.3	0.6	-1.2	0.0	-2.3	-26.9
OC[C@@H](O)[C@@H](O[C@H]1O[C@H](CO)[C@@H](O)[C@H](O)[C@H]1O)[C@H](O)[C@@H](O)CO	-7.2	-0.4	-3.3	5.2	8.4	0.8	1.6	3.9	0.9	0.3
CC(C)c1cccc(-c2csc(C(O)c3ccco3)n2)c1 (stereo not given)	-7.4	-2.2	-8.4	4.1	-5.7	5.0	-0.9	-4.2	13.6	0.4
CCCC(=O)Nc1c(-c2ccccc2)c(=O)c(C)nn1-c1ccccc1	-6.9	-0.2	3.0	6.5	-4.2	-1.4	4.9	-6.7	-3.8	20.1*
CS(=O)(=O)N1CCc2cc(C(=O)OCC(=O)c3ccccc3)ccc21	10.0	-0.2	-3.6	6.7	-1.1	3.6	-1.4	-5.5	-0.7	4.6
CC(C)CCNC(=O)CSc1nc2ccccc2c(=O)[nH]1	-10.7	-0.7	2.1	2.0	8.6	0.4	-3.1	-5.8	-1.3	7.9
COCCNC(=O)CCC(=O)NNc1nc2ccccc2c2nc(-c3ccccc3)nn12	3.0	-0.6	-9.5	-2.0	3.6	1.1	-0.7	1.3	7.0	2.8
Cc1ccc(S(=O)(=O)N2CCCCC2CCNC(=O)C(=O)NC2CC2)cc1 (stereo not given)	-10.2	0.5	-6.5	4.1	-2.9	-1.0	-0.5	1.1	-7.5	7.8
CCC1Oc2ccccc2N(CC(=O)NCCCN2CCN(CC)CC2)C1=O (stereo not given)	-3.8	-1.4	3.7	0.5	2.8	-0.3	-1.0	-2.5	-3.2	1.3
CC(C)NC(=O)c1cnc(Sc2ncc(C(F)(F)F)cc2Cl)n1C	4.3	-0.5	3.2	4.5	5.3	-0.3	2.9	-9.2	-4.1	1.3
Cc1ccc([C@@H]2CC=C(C(=O)O)[C@H](c3ccc(Br)cc3)N2S(=O)(=O)c2ccccc2C)cc1	16.0	0.3	-3.6	-12.7	-17.2	-0.8	0.1	-0.6	85.8*	-42.3
Cc1cc(C)cc(OCc2nnc(SCC(=O)c3ccccc3)o2)c1	2.2	0.7	8.7	-7.7	-9.3	-2.1	1.0	0.3	-1.6	-19.1
S=C(NCCc1ccccc1)Nc1ncccn1	-2.2	-0.2	-3.5	7.5	-10.2	4.3	3.8	5.8	0.8	19.6*
C=CCNC(=O)/C(=C/c1cn(-c2ccccc2)nc1-c1cccc([N+](=O)[O-])c1)NC(=O)c1ccccc1	6.6	-0.3	5.5	2.6	5.9	0.8	2.7	-2.9	3.6	20.5*
CNC(=O)C(=O)NCC1OCCCN1S(=O)(=O)c1cccs1 (stereo not given)	0.8	0.2	4.4	0.3	5.0	2.4	0.2	-0.3	-0.7	-3.7
CCOC(=O)N1CCN(c2c(NCc3ccc(F)cc3)c(=O)c2=O)CC1	0.4	0.0	-2.4	0.1	-2.8	-3.1	0.2	6.5	-3.3	-0.9
Cc1ccccc1OCC(=O)N/N=C/c1cn(Cc2ccccc2)c2ccccc12	0.1	-0.2	1.6	-3.7	-1.7	0.2	-8.9	7.1	5.2	2.9
COc1ccc(Cl)cc1C(=O)NC(=S)Nc1nc(C)cc(C)n1	4.7	0.2	-4.8	-8.7	-12.1	-1.3	-9.6	2.9	-1.4	3.8
CCn1c(SCC(=O)Nc2ccc(OC)cc2)nc2nc3c(cc2c1=O)COC(C)(C)C3	12.3	0.3	0.1	0.9	-2.2	0.1	-3.1	-7.3	-3.9	-0.5
COc1cccc(CNS(=O)(=O)c2cc3c4c(c2)CCN4C(=O)CC3)c1	-6.5	0.4	5.9	-1.1	6.5	0.0	1.8	9.4	0.2	5.8
CCC[C@H]1[C@@H](NC(=O)C2CCOC2)CC[C@@]23CCCN2C(=O)CCC[C@@H]13 (stereo not given in full)	-6.3	.	-0.6	.	.	.	0.0	1.1	.	1.5
COc1cccc(C2c3[nH]c4ccccc4c3CCN2C(=O)c2ccccc2F)c1OC (stereo not given)	18.2	0.6	0.9	4.8	7.7	-4.9	-7.6	-1.2	-1.4	-15.6
CCCn1c(NC(=O)c2cccc(S(=O)(=O)N3CCCC3)c2)nc2ccccc21	-6.2	-2.1	10.2	-6.8	-3.0	3.9	3.8	-7.1	0.3	-1.9
CC1=[N+]([O-])C(C)(C)CC(C)(C)c2ccccc21	11.1	-0.2	1.8	-3.9	0.1	3.0	-1.2	-0.4	1.0	1.8
